FEN1 inhibitor: blocks human flap endonuclease 1; Potency, µM (doses to about 114 µM), inactives show at the top dose activity change, negative = inhibition, usual class: inhibitors; AID 588795; P39748; 390,000 tested, 0.35% active; Recombinant FEN1 flap cleavage, fluorescence, 15 min; further: nearly all actives have a fitted effect of over 65% in size
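Concentration–response screening of FEN1 (10 nM): 15 min compound preincubation at room temperature, reaction started with 50 nM substrate and read at 0 and 15 min. Corrected, normalized data were fitted by a four-parameter Hill equation.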
DT40 TDP1 CPT: growth inhibition of DT40 Tdp1-/-;hTDP1 cells with camptothecin (screen for TDP1 inhibitors); chicken DT40 Tdp1-/-;hTDP1 cells + 20 nM CPT, ATP luminescence, 48 h; Potency, µM (series often up to 46.2 µM), for the others: top-dose activity change, negative = growth inhibition, actives largely listed as inhibitors; 420,000 tested, 12% active; AID 686979; further: nearly all actives have a fitted effect of over 55% in size
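Chicken DT40 Tdp1-/- cells complemented with human TDP1, 400 cells/well, exposed to compounds plus 20 nM camptothecin for at least 48 h at 37 C; viability read as ATP content by CellTiter-Glo luminescence.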
KAT2A inh: blocks human GCN5L2 histone acetyltransferase; GCN5L2 HAT assay, ThioGlo1 CoA-SH fluorescence; Potency, µM (series often up to 58.9 µM), for the others: top-dose activity change, negative = inhibition, usual class: inhibitors; 390,000 tested, 0.21% active; Q92830; AID 504327
Target sequence (Q92830 whole entry, looked up): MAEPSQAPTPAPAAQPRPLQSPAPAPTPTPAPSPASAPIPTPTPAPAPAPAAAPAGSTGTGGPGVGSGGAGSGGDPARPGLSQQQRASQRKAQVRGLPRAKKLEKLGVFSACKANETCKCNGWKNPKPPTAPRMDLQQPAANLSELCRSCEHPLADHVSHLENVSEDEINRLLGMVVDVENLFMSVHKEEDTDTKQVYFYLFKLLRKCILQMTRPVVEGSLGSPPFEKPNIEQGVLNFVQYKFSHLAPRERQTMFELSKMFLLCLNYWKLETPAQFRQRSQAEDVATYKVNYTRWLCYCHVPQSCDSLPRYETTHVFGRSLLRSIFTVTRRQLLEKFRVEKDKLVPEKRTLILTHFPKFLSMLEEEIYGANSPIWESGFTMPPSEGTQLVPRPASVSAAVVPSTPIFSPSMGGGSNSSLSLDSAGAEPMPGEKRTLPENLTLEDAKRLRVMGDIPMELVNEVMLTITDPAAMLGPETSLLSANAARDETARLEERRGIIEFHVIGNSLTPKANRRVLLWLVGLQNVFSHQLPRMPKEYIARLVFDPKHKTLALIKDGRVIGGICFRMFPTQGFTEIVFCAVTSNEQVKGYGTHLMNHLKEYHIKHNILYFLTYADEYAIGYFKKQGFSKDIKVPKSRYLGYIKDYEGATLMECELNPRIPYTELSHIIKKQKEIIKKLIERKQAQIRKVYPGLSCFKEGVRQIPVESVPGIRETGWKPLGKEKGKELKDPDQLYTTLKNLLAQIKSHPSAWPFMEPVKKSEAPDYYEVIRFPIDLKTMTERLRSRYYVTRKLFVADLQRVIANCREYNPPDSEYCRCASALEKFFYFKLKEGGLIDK
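Enzyme at 20nM final was mixed with library compounds for 15 min at room temperature. Peptide H3(1-25) at 75uM, acetyl-CoA at 70uM and ThioGlo1 at 50uM were then added. Plates were read immediately and after 20 min (Ex340nm/Em540nm).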
* = called active by the depositor; ? = inconclusive; . = no result given; & = joins results of further samples; [ ] = dose if it differs, or a comment. The call rests on the fitted dose curve; in most records, active means well fitted curve in the direction sought with a large enough effect; inconclusive means small, poorly fitted or top-dose-only effect, or another doubt; inactive means no such curve, though single readings can be large; an effect the other way counts as inactive or inconclusive. On the % scale 0 is the no-effect control and ±100 the full control effect; potency means the concentration at half of the fitted maximal effect. A portion of the library (hit frequency here may not be typical).

SMILES	FEN1 inhibitor	DT40 TDP1 CPT	KAT2A inh
O=S(=O)(c1cccc2nonc12)N1CCN(c2ccccc2F)CC1	2%	10%	-2%
CN(C)/C=N/c1ncc(C(=O)OC(C)(C)C)s1	1%	10%	-3%
CCCCC(=O)Nc1ccc(NC(=S)NC(=O)CCCCl)cc1OC	-1%	0%	-4%
Cc1ccc2cccc(SCC(=O)NCc3ccco3)c2n1	-6%	-17%	2%
CC1CCN(C(=O)COc2cccc3c2CCN(Cc2ccccc2)C3=O)CC1	12%	22%	-1%
Cn1cccc1/C=C1/SC(=O)N(CC(=O)N2CCCC2)C1=O	-1%	11%	-4%
CC(C)Cc1nnc(NC(=O)C23CC4CC(CC(C4)C2)C3)s1	-7%	?	-3%
C=CCOc1ccc(/C=C(\C#N)C(=O)Nc2ccccn2)cc1	16%	-3%	-8%
CCc1ccc(NC(=O)C(=O)NCC(c2ccc3c(c2)OCO3)N2CCOCC2)cc1 (stereo unspecified)	19%	0%	-6%
O=C(Nc1ccc(F)cc1)c1ccc2c(c1)S(=O)(=O)N=C1CCCCCN12	-6%	4%	-8%
CC(=O)Nc1ccc(NC(=O)c2oc3c(c2C)-c2nn(Cc4ccccc4Cl)cc2CC3)cc1	23%	8.2µM*	-5%
Cc1ccccc1NC(=O)CN1C(=O)CCn2nc(-c3cccn3C)cc21	-6%	-2%	-3%
CC1CC(=O)Nc2ccccc2N1S(=O)(=O)c1cccc(Cl)c1 (stereo unspecified)	-7%	?	-3%
O=C1CSC(=Nc2ccccc2[N+](=O)[O-])N1	2%	3%	1%
CC1=CC=CC2=NC(=O)CC(C)(C(=O)N(CC(=O)NC3CCCC3)Cc3ccc(Cl)cc3)N12 (stereo unspecified)	4%	19%	5%

Part of the list above, reduced to KAT2A inh.
SMILES | KAT2A inh
O=S(=O)(c1cccc2nonc12)N1CCN(c2ccccc2F)CC1 | -2%
CN(C)/C=N/c1ncc(C(=O)OC(C)(C)C)s1 | -3%

Returning to the listing, starting four compounds before the break.
SMILES	FEN1 inhibitor	DT40 TDP1 CPT	KAT2A inh
Cc1ccccc1NC(=O)CN1C(=O)CCn2nc(-c3cccn3C)cc21	-6%	-2%	-3%
CC1CC(=O)Nc2ccccc2N1S(=O)(=O)c1cccc(Cl)c1 (stereo unspecified)	-7%	?	-3%
O=C1CSC(=Nc2ccccc2[N+](=O)[O-])N1	2%	3%	1%
CC1=CC=CC2=NC(=O)CC(C)(C(=O)N(CC(=O)NC3CCCC3)Cc3ccc(Cl)cc3)N12 (stereo unspecified)	4%	19%	5%
O=S(=O)(Cc1ccccc1)N1CCN(c2ccccc2)CC1	2%	-3%	1%
COCC(C)n1c(SCC(=O)Nc2oc(C)c3c(C)n[nH]c(=O)c23)nc2ccccc2c1=O (stereo unspecified)	-3%	?	-4%
C=CCn1c(SCC(=O)N2CCN(c3ccccc3)CC2)nnc1-c1ccco1	-5%	-24%	-10%
CC(=O)N1CCCC1c1nc2ccccc2n1Cc1cccc(C)c1 (stereo unspecified)	1%	-7%	2%
CCNC(=O)NC(=O)C(C)Sc1ccc2c(c1)OCCO2 (stereo unspecified)	-12%	7%	1%
CC(=O)Oc1ccc2c(c1C(C)C)CCC1C(C)(C)CCC[C@@]21C (stereo partly specified)	.	-24%	-11%
O=C(CNC(=O)c1ccc(Br)o1)NC12CC3CC(CC(C3)C1)C2	17%	7%	1%
COc1ccc(C(=O)Nc2cccc(NC(C)=O)c2)cc1OC	-1%	?	-2%
OCCC1CN(Cc2ccc3cc(Cl)ccc3n2)CCN1Cc1ccsc1 (stereo unspecified)	-4%	13µM*	0%
COc1ccc(CNC(=O)c2cc(-c3ccc(OC)c(OC)c3)nc3n[nH]c(-c4ccc(C)cc4)c23)cc1	-5%	5.8µM*	-1%
CCOC(=O)c1cnn(-c2nc3c(C)cccc3s2)c1C(F)(F)F	?	5%	-7%
COc1ccccc1N1CCN(CC(O)c2ccc3cc[nH]c3c2)CC1 (stereo unspecified)	14%	?	-2%
CCOc1cccc2cc(C(=O)Nc3nccs3)c(=O)oc12	-10%	-7%	-3%
O=C(C[C@@H]1C/C=C\C[C@@H](NC(=O)OCC2c3ccccc3-c3ccccc32)C(=O)OC[C@@H](Cc2ccccc2)NC1=O)NCCO	?	7.3µM*	0%
CCS(=O)(=O)NCc1csc(C)n1	1%	?	1%
O=C(O)CCCCCNC(=O)c1ccccc1	7%	1%	-5%
CC(C)=NNc1nc2c(c(=O)n(C)c(=O)n2C)n1CCc1ccccc1	6%	?	?
Cc1ccnc(NS(=O)(=O)c2ccc(N=CC3=C(O)CC(C)(C)CC3=O)cc2)n1	-13%	3%	-21%
CC(C)NC(=O)N1CCC2(CC1)CCN(C(=O)c1cccn1C)CC2	.	3%	-12%
Cc1ccccc1SC1CCN(C(=O)C2CCC(=O)N(C3CC3)C2)CC1 (stereo unspecified)	21%	-17%	-12%
O=C(CSc1nnc2ccccn12)Nc1ccc(S(=O)(=O)N2CCOCC2)cc1	3%	-2%	1%
CCc1ccc(C2C(C(=O)Nc3ccc(Cl)cc3)=C(C)Nc3ncnn32)cc1 (stereo unspecified)	-15%	?	-5%
CCn1cc(C(=O)N2CCc3ccccc32)c(=O)c2cc(S(=O)(=O)N3CCOCC3)ccc21	-2%	-2%	0%
CCOC(=O)/C(C#N)=C/c1cc2ccccc2nc1N1CCOCC1	16%	20%	-2%
COCCN(CCOC)c1nc(-c2ccc(C)cc2)nc2ccccc12	7%	?	-1%
CCOc1ccc(NC(=O)c2cc3c(=O)n4cccc(C)c4nc3s2)cc1	-3%	8%	-3%
Cc1[nH]c(C)c(S(=O)(=O)Nc2ccc(F)cc2Cl)c1C(=O)N1CCCC1	12%	-17%	2%
Cc1ccc2nc(SCC(=O)Nc3ccccc3F)nc(=O)n2c1	-2%	-15%	0%
COc1cc(CCC(=O)N2CCN(c3cccc(C)c3C)CC2)cc(OC)c1OC	13%	12µM*	-2%
Cc1ccc(C)c(NC(=S)N2CCN(Cc3ccccc3)CC2)c1	15%	?	40%[activator]
C=CCn1c(SCC(=O)NC2CCCCC2)nnc1-c1ccccn1	8%	3%	-17%
Cc1ccc(-c2nn(-c3ccccc3)cc2/C=C(\C#N)C(=O)NCc2ccccc2)cc1	5%	-29%	-6%
CCSC(=S)Nc1c(C)n(C)n(-c2ccccc2)c1=O	2%	-28%	-2%
O=C1c2[nH]nc(-c3ccccc3O)c2C(c2cccc(Cl)c2)N1CC1CCCO1 (stereo unspecified)	-9%	?	-5%
O=C(O)c1ccc2ccc3ccccc3c2c1	-6%	3%	.
Cc1ccc(C(=O)N2CCC3(CC2)Oc2ccc(F)cc2C(=O)C32CC(c3ccc(Cl)cc3)=NO2)s1 (stereo unspecified)	-2%	-17%	-28%
COc1cc2ccccc2cc1C(=O)N(CCN(C)C)c1nc2c(F)cccc2s1	2%	?	-8%
CCN(CC(=O)NCc1cccnc1)S(=O)(=O)c1ccc(OC)cc1	15%	-5%	-1%
CC(C)CCN(C(=O)Cc1ccc(Cl)c(Cl)c1)c1c(N)n(Cc2ccccc2)c(=O)[nH]c1=O	10%	?	-6%
O=C(c1cccnc1)n1nc(-c2ccco2)nc1NCc1cccs1	15%	-27%	6%
Cc1cc(Nc2ccc(C)c(F)c2)n2ncnc2n1	12%	-3%	1%
Cc1ccc(CN(C(=O)c2sc3ccccc3c2Cl)C2CCS(=O)(=O)C2)cc1 (stereo unspecified)	-1%	?	-7%
O=C1Cc2ccccc2C(=O)N1OCc1ccc(Cl)cc1Cl	3%	0%	-16%
COc1cccc(NC(=O)CN(C)C(=O)c2cccnc2Sc2ccc(C)c(C)c2)c1	-15%	0%	-6%
CN(C)Cc1ccccc1-c1nc(N(C)C)c2ccccc2n1	.	12µM*	-1%

Reformatted comma-delimited: 4 of the compounds above
smiles,FEN1 inhibitor,DT40 TDP1 CPT,KAT2A inh
O=C1c2[nH]nc(-c3ccccc3O)c2C(c2cccc(Cl)c2)N1CC1CCCO1 (stereo unspecified),-9%,?,-5%
O=C(O)c1ccc2ccc3ccccc3c2c1,-6%,3%,.
Cc1ccc(C(=O)N2CCC3(CC2)Oc2ccc(F)cc2C(=O)C32CC(c3ccc(Cl)cc3)=NO2)s1 (stereo unspecified),-2%,-17%,-28%
CCN(CC(=O)NCc1cccnc1)S(=O)(=O)c1ccc(OC)cc1,15%,-5%,-1%

Single records (already shown):
`O=C1Cc2ccccc2C(=O)N1OCc1ccc(Cl)cc1Cl` is listed with FEN1 inhibitor = 3%; DT40 TDP1 CPT = 0%; KAT2A inh = -16%
`C=CCn1c(SCC(=O)NC2CCCCC2)nnc1-c1ccccn1` is listed with FEN1 inhibitor = 8%; DT40 TDP1 CPT = 3%; KAT2A inh = -17%
`Cc1ccc2nc(SCC(=O)Nc3ccccc3F)nc(=O)n2c1` is listed with FEN1 inhibitor = -2%; DT40 TDP1 CPT = -15%; KAT2A inh = 0%

Further structures.
SMILES	FEN1 inhibitor	DT40 TDP1 CPT	KAT2A inh
O=S(=O)(Cc1ccccc1)N(O)c1ccccc1	-21%	21µM*	-3%
N=c1c(C(=O)NCc2ccc(F)cc2)cc2c(=O)n3ccccc3nc2n1CCCN1CCOCC1	14%	?	1%
COc1ccc(C2C(=O)N(C3CCCCCC3)CC(=O)N2Cc2ccccc2)cc1OC (stereo unspecified)	-1%	?	-8%
O=C(C[C@H]1C/C=C\C[C@@H](NC(=O)OCC2c3ccccc3-c3ccccc32)C(=O)O[C@@H](c2ccccc2)CNC1=O)N[C@H](CO)Cc1ccccc1	14%	10µM*	-2%
NC(=O)C1(N2CCCCC2)CCN(C(=S)Nc2ccc(F)cc2)CC1	2%	2%	0%
O=C(NN1CCOCC1)c1ccc(Cl)c(Cl)c1	20%	-15%	0%
COc1cccc(CNC(=O)CCNS(=O)(=O)c2cccc3nsnc23)c1	-14%&17%	4%&-3%	-3%&1%
O=[N+]([O-])c1cc([N+](=O)[O-])c(Oc2cccc(Cl)c2Cl)cc1NN1CCCCC1	-17%	23µM*	0%
CCOC(=O)C1=C(CN2CCN(c3ccccc3F)CC2)NC(=O)NC1c1ccc(Cl)cc1 (stereo unspecified)	-14%	26µM*	-15%
Cc1c(Cl)cccc1NC(=O)C1CCCN(C(=O)c2cnn(-c3ccccc3)c2-n2cccc2)C1 (stereo unspecified)	4%	23µM*	-1%
COc1ccccc1C(=O)NC(=O)COC(=O)CNC(=O)c1ccccc1	2%	-11%	-3%
C=C(C)C(=O)Nc1ccc(NC(C)C)cc1	-4%	-6%	-5%
CCCCC(=O)NC(=S)NNC(=O)CCc1ccccc1	-4%	21µM*	18%
O=C(Nc1ccccc1C(=O)NCCN1CCOCC1)c1cccc([N+](=O)[O-])c1	-3%	?	-2%
Fc1ccc(-c2cn3cc(Cc4ccc(Cl)cc4)sc3n2)cc1	-17%	-8%	-6%
Cc1ccc(OCc2nc3c4c(ncn3n2)-c2ccccc2CC42CCCC2)cc1	4%	-17%	-4%
COCc1c(C(=O)N/N=C(\C)c2ccncc2)nnn1-c1nonc1N	4%	5%	-2%
Cn1c(=O)[nH]c(=O)c2c1nc(N1CCN(Cc3ccccc3)CC1)n2CCCc1ccccc1	-4%	12µM*	4%
CC(=O)Nc1ccc(S(=O)(=O)N2CCN(Cc3nc4sc(C)c(C)c4c(=O)[nH]3)CC2)cc1	23%	-20%	-6%
O=C(CCc1ccccc1)N[C@@H]1c2ccccc2CC[C@H]1OCc1ccccc1	-16%	?	-6%
CC(=O)c1sc(NC(=O)C2CCN(C(=O)c3ccc(F)cc3)CC2)nc1-c1ccccc1	15%	?	-14%
Cc1ccc(C(=O)c2cn(Cc3cccc(F)c3)c3nc(C)ccc3c2=O)cc1	-20%	?	1%
COc1ccc(CNc2ncnc3nc[nH]c23)cc1OC	0%&-1%	?	.
COc1ccc(S(=O)(=O)N2CCN(C(=O)CCC3CCCC3)CC2)cc1	0%	?	-3%
Cc1ccc(CNC(=O)C2CCCN(S(=O)(=O)c3cccc4nsnc34)C2)cc1 (stereo unspecified)	14%	0%	2%
S=C(NCc1ccco1)Nc1ccc(Cl)cn1	-2%	-26%	2%
NC(=O)c1nsc(C(=O)N(CC(=O)NCc2ccccc2)c2ccc(F)cc2)c1N	-1%	-23%	-8%
CCOc1ccc(NC(=S)NNC(=O)CC(C)O)cc1 (stereo unspecified)	8%	12%	12%
